High-throughput results from PubChem BioAssay.
CHT allo act – CHT positive allosteric modulators, primary screen, cell-based, membrane potential dye, choline EC20; High affinity choline transporter 1 (Homo sapiens), Q9GZV3; CHT-expressing cells; stronger effect = higher value; LV-AA mutant CHT in HEK293 cells; 310,000 tested, 0.49% active; B-score at 10 µM; AID 488977, 2010;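 active = initial fluorescence not abnormally high and integrated response B-score, plate-corrected, over 3 SD above library mean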
Target sequence (Q9GZV3 whole entry, looked up): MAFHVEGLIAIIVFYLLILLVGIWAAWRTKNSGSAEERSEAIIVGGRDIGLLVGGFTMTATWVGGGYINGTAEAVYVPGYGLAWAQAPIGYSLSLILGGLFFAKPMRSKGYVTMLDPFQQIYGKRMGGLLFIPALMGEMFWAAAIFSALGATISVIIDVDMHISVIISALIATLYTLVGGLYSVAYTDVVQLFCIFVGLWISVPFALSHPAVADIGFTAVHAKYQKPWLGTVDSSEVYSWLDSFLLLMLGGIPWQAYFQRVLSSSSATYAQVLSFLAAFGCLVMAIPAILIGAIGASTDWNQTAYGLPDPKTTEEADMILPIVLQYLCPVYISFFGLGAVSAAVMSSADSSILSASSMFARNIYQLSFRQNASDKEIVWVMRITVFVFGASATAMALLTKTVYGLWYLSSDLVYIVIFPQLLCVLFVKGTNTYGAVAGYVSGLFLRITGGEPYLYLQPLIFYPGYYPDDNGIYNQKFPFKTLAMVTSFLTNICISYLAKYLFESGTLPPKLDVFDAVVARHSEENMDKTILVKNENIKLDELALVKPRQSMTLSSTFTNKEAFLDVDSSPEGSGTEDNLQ
CHT block – inhibitors of human choline transporter CHT; High affinity choline transporter 1 (Homo sapiens), Q9GZV3; CHT-expressing cells, membrane potential dye, choline response; stronger effect = lower value; B-score at 10 µM; 310,000 tested, 0.86% active;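 active = B-score over 3 SD under the library average, and starting fluorescence ratio not unusually high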;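 also: choline stimulus applied at its EC90 after an EC20 pre-addition; B-score computed on integrated fluorescence ratio after choline addition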
An asterisk follows results filed as active; i = inactive.

SMILES	CHT allo act	CHT block
CC(=O)OCC(=O)[C@@]1(O)CC[C@H]2[C@@H]3C[C@H](C)C4=CC(=O)C=C[C@]4(C)[C@H]3[C@@H](O)C[C@@]21C	i	i
Cc1cc(C(=O)CSc2nc(N)cc(=O)[nH]2)c(C)n1-c1cccc(F)c1	i	i
Cc1cccc(NC(=O)c2cc([N+](=O)[O-])ccc2N2CCN(C)CC2)c1	i	i
COc1cccc(N=C2SC(CC(=O)Nc3ccccc3)C(=O)N2Cc2ccccn2)c1 (stereo unspecified)	i	i
CCOc1ccc(/C=C(\C#N)C(=O)Nc2ccccn2)cc1	i	i
Cc1cc(NC(=O)c2cc(S(=O)(=O)N3CCCCC3)ccc2C)n(-c2ccccn2)n1	i	i
O=C(CN(C1CCCCC1)S(=O)(=O)c1ccc(Cl)cc1)NCc1ccncc1	i	i
CC(C)(C)n1nc2c(c1NC(=O)c1ccccc1C(F)(F)F)CS(=O)(=O)C2	i	i
COc1cccc(C(C(=O)NC2CCCC2)N(C(=O)c2ccco2)c2ccccc2F)c1OC (stereo unspecified)	i	i
CCOc1ccc(C2CC(c3ccc(CC)cc3)Nc3nc(N)nn32)cc1 (stereo unspecified)	i	i
CC(=O)c1cccc(NC(=O)Cn2cnc(S(=O)(=O)N3CCCCC3)c2)c1	i	i
O=[N+]([O-])c1cccc(Nc2c([N+](=O)[O-])ccc3nonc23)c1	i	i
COc1ccc(OC(=O)CCc2c[nH]c3ccccc23)cc1	i	i
O=c1[nH]ncn1-c1ccccc1C(F)(F)F	i	i
Cc1ccc2oc(=O)n(Cc3ccc(OC(C)C)cc3)c2c1	i	i
C=CCN(c1ccc(C(=O)NCCCn2ccnc2)cc1)S(C)(=O)=O	i	i
COC(=O)C1=CN(CC2CCCO2)C=C(C(=O)OC)C1c1cccc(O)c1 (stereo unspecified)	i	i
COC(=O)c1[nH]nc(-c2ccccc2)c1-c1ccccc1	i	i
Cn1c(=S)[nH]c2[nH]c(=O)cnc2c1=O	i	i
CCN(CC)C(=O)CN(c1cccc(C(F)(F)F)c1)S(C)(=O)=O	i	i
CC1(C)Cc2c(sc(/N=C/N3CCCC3)c2C#N)C(C)(C)N1	i	i
COCC(=O)Nc1ccc2c(c1)OCC(=O)N2Cc1ccccc1F	i	i
CN1CCn2c1nc(N1CCCCC1)nc2=O	i	i
COc1ccc(NS(=O)(=O)c2ccc(N/N=C(\C)c3ccncc3)c([N+](=O)[O-])c2)cc1	i	i
O=C(CSc1nc2nc3c(cc2c(=O)n1-c1ccccc1)CCCC3)Nc1cccc2ccccc12	i	i
Cc1ccccc1NC(=O)NNC(=O)OC(C)(C)C	i	i
O=C(NCc1ccc(Cl)cc1)c1ccc(CNc2c(N3CCCC3)c(=O)c2=O)cc1	i	-6.24*
CC1CCN(CCCCOc2cccc(Br)c2)CC1	i	i
CCCOc1ccc(C2C(C#N)=C(N)Oc3nc[nH]c(=O)c32)cc1OC (stereo unspecified)	i	i
Cc1nnc(OCC(=O)NCCC2=CCCCC2)c2ccccc12	i	i
COc1ccc2c(CC(=O)OCC(=O)N3CCc4ccccc43)coc2c1	i	i
COc1ccc(C(=O)N/N=C\c2ccoc2)cc1	i	i
Cc1nnc(NC(=O)CSc2ncnc3c2cnn3-c2ccccc2C)s1	i	i
Cc1nn2c(C)c(C(=O)Nc3ccccc3)cnc2c1-c1ccccc1	i	i
CCNC(=S)NNC(=O)C(c1ccccc1)c1ccccc1	i	i
Cc1c(NC(=O)C(C)OC(=O)c2cccc(S(=O)(=O)N3CCOCC3)c2)c(=O)n(-c2ccccc2)n1C (stereo unspecified)	i	i
Cc1cc(C)cc(N(CC(=O)NC2CCCC2)S(=O)(=O)c2c(C)[nH]c(=O)[nH]c2=O)c1	i	i
COC(=O)c1ccc(C)c(NC(=O)CN(c2ccccc2)S(=O)(=O)N(C)C)c1	i	i
O=C(O)c1cccc(N/N=C/c2cccs2)c1	i	i
Cc1ccccc1C1c2[nH]c3ccccc3c2C[C@H]2C(=O)N(C3CC3)CC(=O)N12 (stereo partly specified)	i	i
Cc1ccc(-n2nc(C)c3c(=O)[nH]c(C(F)(F)F)nc32)cc1	i	i
COc1ccccc1CCNC(=O)CSc1ccc(-c2ccco2)nn1	i	i
COc1ccccc1/C=N\Nc1cn[nH]c(=O)c1Cl	i	i
CC1CCC/C(=N\NC(=O)c2ccncc2)C1 (stereo unspecified)	i	i
COc1ccc2oc(C(=O)N3CCN(c4ncccn4)CC3)c(C)c2c1	i	i

Full records, quoted from the list. Order of values: CHT allo act | CHT block
Listed for `O=C(O)c1cccc(N/N=C/c2cccs2)c1` → i | i
Listed for `COc1ccc2c(CC(=O)OCC(=O)N3CCc4ccccc43)coc2c1` → i | i
Listed for `CC1CCC/C(=N\NC(=O)c2ccncc2)C1` (stereo unspecified) → i | i
Listed for `Cc1nn2c(C)c(C(=O)Nc3ccccc3)cnc2c1-c1ccccc1` → i | i

Next results follow.
SMILES	CHT allo act	CHT block
COc1cccc(CNc2nc3nc(C)c(Cl)c(=O)n3[nH]2)c1	i	i
CCC(=O)N1CCN(c2ccc(Cl)cc2NC(=O)c2ccc(Br)o2)CC1	i	i
CC(C)c1nc(SCC(=O)Nc2ccc(N3CCOCC3)cc2)c2ccccc2n1	i	i
CN(Cc1cn(-c2ccccc2)nc1-c1ccc(Cl)cc1)C(=O)CCC(=O)O	i	i
Nc1nc(-c2ccccc2)nn1S(=O)(=O)c1ccccc1	i	i
O=c1c(Oc2ccccc2)coc2cc(O)cc(O)c12	i	i
CC1(c2ccccc2Cl)NC(=O)N(CC(=O)NC(=O)NCc2ccco2)C1=O (stereo unspecified)	i	i
COC(=O)CCC(=O)N1CCCC(CO)(Cc2ccccc2)C1 (stereo unspecified)	i	i
O=C(/C=C/c1ccc(N2CCC(c3ccccc3)=N2)cc1)c1ccccc1	i	i
CCCCCn1c(=O)[nH]c2cc(C(=O)NCc3ccccn3)ccc2c1=O	i	i
O=C(NCCCC1CCCC1)C1CCC(=O)N(Cc2ccccc2F)C1 (stereo unspecified)	i	i
CN(NC(=O)COc1ccccc1)C1=NS(=O)(=O)c2ccccc21	i	i
COc1ccccc1OCC(=O)OC/C(O)=C(\C#N)c1nc2ccccc2[nH]1	i	i
Nc1c(-c2cccc(Cl)c2)cnn1-c1cccc([N+](=O)[O-])c1	i	i
Cc1ccc(CN2CCN(/N=C/c3cc(Br)ccc3F)CC2)cc1	i	i

2 compounds drawn at random from those above:
SMILES	CHT allo act	CHT block
O=c1c(Oc2ccccc2)coc2cc(O)cc(O)c12	i	i
Cc1ccc(CN2CCN(/N=C/c3cc(Br)ccc3F)CC2)cc1	i	i

The list continues:
SMILES	CHT allo act	CHT block
CCOC(=O)c1sc2nc(C)nc(Nc3ccc(OC)c(OC)c3)c2c1C	i	i
COC(=O)C1CCN(c2cc(Cl)nc(N)n2)CC1	i	i
CCCOc1ccc(NC(=O)CNC(=O)c2cc(OC)cc(OC)c2)cc1OCCC	i	i
CC1CCc2c(sc(NC(=O)/C=C/c3cccs3)c2C(=O)O)C1 (stereo unspecified)	i	i
CC(NC(=O)/C(C#N)=C/c1ccco1)c1ccccc1 (stereo unspecified)	i	i
COc1ccc(C(=O)Nc2cccc(NC(=O)c3ccc(OC)cc3OC)n2)c(OC)c1	i	i
COc1cc(N)c(Cl)cc1C(=O)OCC(=O)Nc1cccnc1Cl	i	i
CC1(C)Cc2c(C#N)c(SCCC#N)nc(N3CCOCC3)c2CO1	i	i
CCCN(CCC)C(=O)C1CCCN(S(=O)(=O)c2ccc3c(c2)oc(=O)n3C)C1 (stereo unspecified)	i	i
CC(C(=O)N1CCOCC1)N1C(=O)C2C3C=CC(C4CC34)C2C1=O (stereo unspecified)	i	i
CC1=Nc2ccccc2N=C(NC(=O)CSC(=S)N2CCN(C)CC2)C1c1ccccc1 (stereo unspecified)	i	i
CC1CCc2nc3ccccc3c(C(=O)OCC(=O)NC3CCS(=O)(=O)C3)c2C1 (stereo unspecified)	i	i
Clc1ccc(-c2csc(NNC3=NCCCCC3)n2)cc1	i	i
Cn1c(SCc2c(Cl)cccc2Cl)nnc1-c1ccc2nonc2c1	i	i
CN1CCCN(C(=O)c2ccc(Br)s2)CC1	i	i
Cc1cc(N2CCOCC2)nc(-c2ccccc2O)n1	i	i
O=C(CNC(=O)c1sc2ccccc2c1Cl)OCc1ccccc1	i	i
Cc1ccc(NC(=O)c2ccccc2NS(=O)(=O)c2ccc(Cl)s2)cc1S(=O)(=O)N1CCOCC1	i	-11.5*
O=C(CCCc1ccccc1)NCCc1ccc(F)cc1	i	i
COc1cc(/C=N/N2CCOCC2)ccc1OCc1ccc(Cl)cc1	i	i
O=C(NCc1ccc(Cl)cc1)c1cccc(NC(=O)c2ccccc2)c1	i	i
COC(=O)C1(C)Nc2ccccc2C(=O)N1c1ccccc1C (stereo unspecified)	i	i
COC(=O)c1ccc(CN2C(=O)NC3(CCCc4ccccc43)C2=O)o1 (stereo unspecified)	i	i
COc1ccc(/C=N/n2cnc3c([nH]c4ccc(F)cc43)c2=O)cc1CSc1ccccn1	i	i
CCCCC(=O)NC(c1ccccc1OC)c1ccc2cccnc2c1O (stereo unspecified)	i	i
CN(C)C(=S)NC(=O)C(c1ccccc1)c1ccccc1	i	i
CCCOc1nnnn1-c1ccccc1	i	i
CN(c1ccc(Cl)cc1)S(=O)(=O)c1nnc(NC(=O)c2ccco2)s1	i	i
COc1ccc(C(=O)Nc2ccc([N+](=O)[O-])cn2)c(OC)c1	i	i
CCCSc1ccc(C(=O)Nc2ccc(F)cc2F)cn1	i	i
COc1cc(-c2nnc(NC(=O)CCS(=O)(=O)c3ccc(F)cc3)o2)cc(OC)c1OC	i	i
COc1ccc(OC)c(C(=O)NC2CC(C)(C)Cc3c2cnn3-c2ccccc2)c1 (stereo unspecified)	i	i
O=C1Cc2ccccc2Sc2c(OCCN3CCCCC3)cccc21	i	i
O=C(CCC(=O)n1ncc2ccccc21)N1CCCCC1	i	i
COc1ccc(S(=O)(=O)N2Cc3ccccc3CC2C(=O)O)cc1OC (stereo unspecified)	i	i
CCOc1ccc(-n2c(C)nc3cc(C(=O)NCC4CCCO4)ccc32)cc1 (stereo unspecified)	i	i
COc1ccc(-c2nn(-c3ccccc3)cc2/C=N/Nc2ccccn2)cc1OC	i	i
N#CN=C(N)c1ccccc1	i	i
COc1ccc(Cc2noc(CN3CCCN(Cc4ccc(F)cc4)CC3)n2)cc1OC	i	i
CC1(C)Cc2c(c(N3CCOCC3)nc3snc(NC(=O)c4ccccc4)c23)CO1	i	i
NC(=O)C1CCN(c2ncccc2[N+](=O)[O-])CC1	i	i
CCCN1C(=O)c2ccc(C(=O)Nc3cc(C)on3)cc2C1=O	i	i
COc1ccc(/C=N/N=C/c2c[nH]c(=O)c(C#N)c2Nc2ccccc2)cc1	i	i
O=C(Nc1ccc(O)c2c(=O)cc(-c3cccc(Cl)c3)oc12)c1ccccc1Cl	i	i
Cc1ccc(N2C(=O)N3[C@H](c4cccc(C)c4)[C@@H]4C(=O)N(Cc5ccccc5)C(=O)[C@@H]4[C@]3(C)C2=O)cc1	i	i
CCCOc1ccc(-c2c(C(=O)N/N=C(\C)c3cccs3)nnn2-c2nonc2N)cc1	i	i
Cc1ncoc1C(=O)Nc1ccc(Oc2ccccc2)cc1	i	-5.96*
Cc1cc(OCC(=O)NCCN2CCOCC2)ccc1Br	i	i
O=C(CNC(=O)c1ccc(N2C(=O)c3ccccc3C2=O)cc1)OCC(=O)c1ccccc1	i	i
O=C1CC(SC(=Nc2ccccc2)Nc2ccccc2)C(=O)N1c1cccc2ccccc12 (stereo unspecified)	i	i
Cn1c(CCC(=O)Nc2ccc(N3CCOCC3)cc2)nc(=O)c2ccccc21	i	i
COc1ccc(OC)c(C(C)NC(=O)C(C)Cc2ccccc2)c1 (stereo unspecified)	i	i
CCOC(=O)c1ccc(N/C=C/C(=O)C(C)(C)C)cc1	i	i
c1ccc(C2CC(c3ccccc3)n3c(nc4ccccc43)N2)cc1 (stereo unspecified)	i	i
Cc1cc(C)c(C)c(OCCCCN(C)Cc2ccccc2)c1	i	i
O=C(NCC1CCCO1)c1ccc2c(c1)N(Cc1ccc(F)cc1Cl)C(=O)CS2 (stereo unspecified)	i	i
CCCNC(=O)c1ccc(N2CCC3(CC2)CC(c2ccccc2)=NO3)c(NC(=O)c2cccc(OC)c2)c1	i	i
CCOc1cccc(C(=O)Nc2ccc3oc(Cc4ccc(Cl)cc4)nc3c2)c1	i	i
COc1cc(OC)c(S(=O)(=O)NCc2ccco2)cc1S(=O)(=O)NCc1ccco1	i	i
NC(=O)CSc1nccn1Cc1ccccc1	i	i

For convenience, some entries already given.
SMILES	CHT allo act	CHT block
CCOC(=O)c1ccc(N/C=C/C(=O)C(C)(C)C)cc1	i	i
c1ccc(C2CC(c3ccccc3)n3c(nc4ccccc43)N2)cc1 (stereo unspecified)	i	i
Cc1cc(C)c(C)c(OCCCCN(C)Cc2ccccc2)c1	i	i

3 structures from above, sorted by formula weight, falling:
SMILES	CHT allo act	CHT block
Cc1ccc(NC(=O)c2ccccc2NS(=O)(=O)c2ccc(Cl)s2)cc1S(=O)(=O)N1CCOCC1	i	-11.5*
CN(c1ccc(Cl)cc1)S(=O)(=O)c1nnc(NC(=O)c2ccco2)s1	i	i
CCOc1ccc(C2CC(c3ccc(CC)cc3)Nc3nc(N)nn32)cc1 (stereo unspecified)	i	i

Other records.
SMILES	CHT allo act	CHT block
COc1ccc(OC)c(CN2CCN(C(=O)CCC(=O)c3cccs3)CC2)c1	i	i
CC(=O)c1cnc2cc(-c3cccc(Br)c3)nn2c1C	i	i
Cc1c(OCC(=O)NCc2ccncc2)ccc2c3c(c(=O)oc12)CCC3	i	i
Cc1ccc(NNC(=O)c2c(F)cccc2Cl)cc1Cl	i	i
O=C(/C=C/c1ccccc1)NNC(=O)c1cccs1	i	i
C/C(=N\Nc1cc(Cl)nc(C)n1)c1ccc(C)cc1	i	i
